GRP78 ERSR act: qHTS for Inducers of the Endoplasmic Reticulum Stress Response (ERSR) in Human Glioma: qHTS | U87-MG GRP78 promoter luciferase reporter, 16 h | Potency, µM, for inactives: at the highest dose activation, usual class: activators | 420,000 tested, 0.02% active | AID 602332, 2012; note: potency is the fitted concentration of half-maximal effect; series mostly up to about 76 µM; % of control where 0% means no effect; nearly all actives have a fitted effect of over 35% in size
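Stably transfected U87-MG human glioma cells carrying a GRP78-based luminescent sensor were seeded at 1000 cells/well, pin-dosed with compounds and incubated 16 h. Luciferase reagent was then added, and end-point luminescence was read after 10 min at room temperature.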
Pol iota inh: qHTS for Inhibitors of Polymerase Iota | Pol iota fluorescent replication assay, 10 min | AID 588590, 2011 | 390,000 tested, 1% active | Potency, µM (top dose mostly 115 µM), without a hit: at the top dose activity, negative = inhibition, actives largely listed as inhibitors; note: potency is the fitted concentration of half-maximal effect
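Pol iota at 10 nM preincubated 15 min with compounds at room temperature; reaction started with fluorescent substrate, 50 nM final. Fluorescence read kinetically at 0 and 10 min; buffer-only wells as negative control.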
Pol kappa inh: qHTS for Inhibitors of Polymerase Kappa | DNA polymerase kappa (Homo sapiens), Q9UBT6 | purified Pol kappa, fluorescent DNA synthesis assay, 10 min | Potency, µM (doses to about 107 µM), without a hit: top-dose activity, negative = inhibition, actives largely listed as inhibitors | 400,000 tested, 0.53% active; note: potency is the fitted concentration of half-maximal effect; % is set by controls: 0 for no effect and ±100 for the full control effect
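Enzyme at 10 nM met test compounds for 15 min at room temperature. Substrate addition (50 nM final) began the reaction, which was monitored by fluorescence at 0 and 10 min.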
POLB inh: qHTS Assay for Inhibitors of DNA Polymerase Beta; AID 485314, 2010; Pol beta primer extension/strand displacement, fluorescence kinetic; P06746; 340,000 tested, 1.3% active; Potency, µM (highest dose often 114 µM), inactives show top-dose activity change, negative = inhibition, actives largely listed as inhibitors; note: potency is the fitted concentration of half-maximal effect; % is set by controls: 0 for no effect and ±100 for the full control effect
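Curves were derived by four-parameter Hill fits of normalized qHTS data. The kinetic fluorescent primer-extension read was taken at 0 and 10 min after 50 nM substrate, following a 15 min room-temperature preincubation of 10 nM enzyme with compounds.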
Anesthetic bind: qHTS Assay for Identification of Novel General Anesthetics. Ferritin light chain (Equus caballus), P02791. apoferritin/1-aminoanthracene competitive binding, fluorescence. Potency, µM (doses to about 77.5 µM), without a hit: at the top dose activity change, negative = displacement, hits mostly inhibitors. 350,000 tested, 0.074% active; note: potency is the fitted concentration of half-maximal effect; % is set by controls: 0 for no effect and ±100 for the full control effect; nearly all actives have a fitted effect of over 20% in size
Target sequence (P02791 2-175 limits assumed): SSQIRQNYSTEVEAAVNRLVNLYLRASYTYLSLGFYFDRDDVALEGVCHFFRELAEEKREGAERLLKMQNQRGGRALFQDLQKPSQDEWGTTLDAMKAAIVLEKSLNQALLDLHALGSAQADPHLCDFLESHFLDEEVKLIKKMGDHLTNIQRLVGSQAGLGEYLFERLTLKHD
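Apoferritin-based anesthetic binding model; compound displacement of fluorescent 1-AMA measured as endpoint fluorescence after 10 minutes at room temperature, scaled to free-ligand and complex controls.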
APEX1 inh: qHTS Assay for Inhibitors of the Human Apurinic/apyrimidinic Endonuclease 1 (APE1) | DNA repair nuclease/redox regulator APEX1 (Homo sapiens), P27695 | recombinant APE1, TAMRA/BHQ-2 abasic DNA cleavage fluorescence | Potency, µM (top dose mostly 65.8 µM), for inactives: at the top dose activity change, negative = inhibition, most hits filed as inhibitors | 350,000 tested, 0.35% active | AID 2517, 2012;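 note: potency is the fitted concentration of half-maximal effect; plate controls were vehicle for no effect and reference inhibitor for full effect; nearly all actives have a fitted effect of over 55% in size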
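Endonuclease cleavage of a quenched abasic-site DNA duplex (50 nM) by APE1 (0.75 nM) was tracked by TAMRA dequenching. Compounds were preincubated with enzyme 15 min at room temperature; data normalized to buffer-only and DMSO wells plus NSC13755 control.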
LDHA block: qHTS assay for inhibitors of human lactate dehydrogenase; 480,000 tested, 0.15% active; L-lactate dehydrogenase A chain (Homo sapiens), P00338; activity change, % (values are at about 110 or 230 µM); AID 1347041, 2019; purified LDHA, NADH/diaphorase-resazurin fluorescence; hits give low values; in the data active = activity change below about -30%; inconclusive = mostly about -25% to -30%;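 note: plate controls were DMSO wells for no effect and wells without enzyme for full effect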
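Human LDH5 (2 nM) was incubated with 0.06 mM NADH and 0.2 mM pyruvate for 5 min at room temperature in Tris pH 7.4. Remaining NADH was coupled through diaphorase/resazurin, and resorufin fluorescence was read at 0 and 20 min.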
Pol eta inh: qHTS for Inhibitors of Polymerase Eta. recombinant Pol eta, fluorescent DNA replication assay. 390,000 tested, 1.2% active. DNA polymerase eta (Homo sapiens), Q9Y253. Potency, µM (highest dose often 114 µM), inactives show at the highest dose activity change, negative = inhibition, actives largely listed as inhibitors. AID 588591, 2011; note: potency is the fitted concentration of half-maximal effect; % is set by controls: 0 for no effect and ±100 for the full control effect
Target sequence (Q9Y253 whole entry, looked up): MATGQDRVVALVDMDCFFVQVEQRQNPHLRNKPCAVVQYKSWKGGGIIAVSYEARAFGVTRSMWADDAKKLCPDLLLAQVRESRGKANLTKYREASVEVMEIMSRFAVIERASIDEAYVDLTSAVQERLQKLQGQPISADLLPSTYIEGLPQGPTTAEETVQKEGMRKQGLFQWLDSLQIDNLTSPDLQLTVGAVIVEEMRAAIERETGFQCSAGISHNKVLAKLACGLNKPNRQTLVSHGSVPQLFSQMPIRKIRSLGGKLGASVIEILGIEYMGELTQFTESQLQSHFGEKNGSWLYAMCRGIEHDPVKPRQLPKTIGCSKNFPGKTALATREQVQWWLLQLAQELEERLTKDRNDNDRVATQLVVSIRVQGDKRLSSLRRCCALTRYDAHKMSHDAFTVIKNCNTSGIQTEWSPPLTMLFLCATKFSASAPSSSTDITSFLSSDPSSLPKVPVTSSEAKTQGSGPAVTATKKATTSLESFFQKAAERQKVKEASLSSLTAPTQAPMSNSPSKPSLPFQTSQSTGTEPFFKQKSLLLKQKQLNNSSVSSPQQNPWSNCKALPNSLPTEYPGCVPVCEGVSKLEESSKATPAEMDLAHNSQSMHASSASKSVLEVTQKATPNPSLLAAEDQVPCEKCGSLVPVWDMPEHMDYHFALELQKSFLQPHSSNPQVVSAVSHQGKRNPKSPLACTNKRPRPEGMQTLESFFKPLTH
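Fluorescent replication assay: 50 nM final substrate added after a 15 min room-temperature compound preincubation with 10 nM enzyme. Signal taken at 0 min and again at 10 min.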
BLM inh: qHTS Assay for Inhibitors of Bloom's syndrome helicase (BLM) | Potency, µM (titrated, usually from 56.1 µM), inactives show at the top dose activity change, negative = inhibition, usual class: inhibitors | 350,000 tested, 0.2% active | AID 2528, 2010 | recombinant BLM DNA unwinding, fluorescence dequenching | RecQ-like DNA helicase BLM (Homo sapiens), P54132;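 note: potency is the fitted concentration of half-maximal effect; plate controls were vehicle for no effect and no enzyme for full effect; nearly all actives have a fitted effect of over 35% in size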
An asterisk follows results filed as active; ? = inconclusive; nt = no result given; & = joins results of further samples; [ ] = dose if it differs, or a comment. Unless noted, calls come from the whole dose curve; as a rule, active = well fitted curve in the direction sought with a large enough effect; inconclusive = small, poorly fitted or top-dose-only effect, or another doubt; inactive = no such curve, though single readings can be large; an effect the other way counts as inactive or inconclusive. Only part of the results is shown; count on the stated rates, not on these rows.

SMILES	GRP78 ERSR act	Pol iota inh	Pol kappa inh	POLB inh	Anesthetic bind	APEX1 inh	LDHA block	Pol eta inh	BLM inh
COc1cc(CNC2CCCCCCC2)cc(Cl)c1OC	-6%	62%[activator]	-3%	12%	-7%	15%	2	-16%	3%
COCCn1c(=O)[nH]c2cc(C(=O)N3CCN(c4cccc(C(F)(F)F)c4)CC3)ccc2c1=O	-3%	78%[activator]	-16%	1%	-8%	0%	-5	-11%	-7%
CCCn1nnc(NC(=O)COc2ccc(Cl)cc2)n1	-1%	14%	-10%	1%	-12%	1%	2	5%	-4%
CC(=O)Nc1ccc(NC(=O)C(C)OC(=O)CNS(=O)(=O)/C=C/c2ccc(C)cc2)cc1 (stereo unspecified)	1%	15%	-11%	nt	nt	1%	-12	3%	nt
CCCOc1ccc(C(=O)Nc2ccc3oc(-c4ccncc4)nc3c2)cc1	-3%	17%	-6%	0%	-1%	nt	-5&-7	1%	-8%
CCOC(=O)c1c(NC(=O)Cn2nc([N+](=O)[O-])c(Br)c2C)sc2c1CCC(C)C2 (stereo unspecified)	-1%	7%	1%	10%	-8%	2%	-6	-9%	-8%
COC(=O)/C(=C\c1ccc([N+](=O)[O-])o1)NC(=O)c1ccccc1	-2%	-7%	5%	-1%	-3%	-2%	1	-10%	-2%
Cn1cc(C(=O)NCc2cccnc2)c(=O)c2cc(S(=O)(=O)N3CCCCCC3)ccc21	nt	nt	nt	21%	-5%	4%	nt	nt	1%
FC(F)(F)c1cccc(N2CCN(c3nc4ccccc4n4cnnc34)CC2)c1	2%	42%[activator]	13%	2%	-14%	nt	-2	-26%	-11%
CCc1nnc(NC(=O)c2ccc(S(=O)(=O)N3CCCC3)cc2)s1	0%	101%[activator]	6%	-17%	-2%	34%	-3	-18%	-5%
COc1ccc(-c2nnnn2C(C)C)cc1	-5%	-4%[58.9 µM]	-12%	3%	-8%	1%	-5	-7%	4%
CC(CCc1ccccc1)NC(=O)COC(=O)CC1CC2CCC1C2 (stereo unspecified)	-3%	9%	-13%	-1%[57.1 µM]	-13%	-4%	2	-14%	-2%
Fc1ccc(NC(=S)N2CCCc3ccccc32)cc1	-4%	5%	-2%	8%	-10%	-1%	5	2%	0%
O=C1C(c2ccc(F)cc2)N(CC2COc3ccccc3O2)C(=O)CN1C1CCCCC1 (stereo unspecified)	1%	29%	-12%	9%	-8%	0%	-9	-11%	-9%
CC(=O)Nc1cccc(OCC(=O)/C=C2\N(C)c3ccccc3C2(C)C)c1	5%	77%[activator]	-12%	15%	-11%	-2%	-5	-5%	-6%
COc1ccc2c(c1)sc(=N)n2CC(=O)Nc1cc(C)cc(C)c1	-3%	30%[activator]	4%	-22%	-20%	-3%	-7	-10%	-6%
COc1ccccc1CNC(=O)COC(=O)c1cccs1	-1%	-8%	7%	nt	nt	4%	-1	-25%	nt
Cc1cc(=O)nc2c3ccccc3n(C(C)C(=O)NCCC(C)C)n12 (stereo unspecified)	-3%	24%	8%	-3%	-10%	0%	-3	-28%	4%
CCOC(=O)c1c(C)oc2ncnc(N3CCN(c4ccccc4)CC3)c12	-4%	2%	-10%	4%	-4%	nt	-7	-17%	0%
CCn1c2ccccc2c2cc(NC(=O)N3CCOCC3)ccc21	5%	-8%	-6%	-23%	-6%	4%	12	?	-3%
COCCn1c(SC(C)C(=O)Nc2ccc3c(c2)OCCO3)nc2ccccc2c1=O (stereo unspecified)	-4%	0%	-5%	50%	-4%	0%	-3	-7%	-5%
Cc1ccc2c(c1)N(Cc1ccncc1)C(=O)C(C)O2 (stereo unspecified)	-1%	12%	-14%	9%	-8%	17%	0	-7%	-8%
COc1cc(CN2CCNC(=O)C2CC(=O)N(C)CCCN2CCOCC2)cc(OC)c1 (stereo unspecified)	-3%	-8%	2%	14%	-6%	-11%	1	-4%	-1%
C=C1NN(CC2CC2)C(=O)N1c1ccc(OCc2ccccc2)cc1	-1%	6%	-4%	nt	nt	nt	-1	nt	nt
CCOC(=O)c1c(C)[nH]c(C(=O)CN2C(=O)NC(C)(C)C2=O)c1C	-3%	7%	-16%	nt	nt	14%	-4	-16%	nt

Part of the list above with just GRP78 ERSR act.
canonical_smiles	GRP78 ERSR act
CC(=O)Nc1ccc(NC(=O)C(C)OC(=O)CNS(=O)(=O)/C=C/c2ccc(C)cc2)cc1 (stereo unspecified)	1%
CCCOc1ccc(C(=O)Nc2ccc3oc(-c4ccncc4)nc3c2)cc1	-3%

Structures shown so far that contain a CF3 group (2):
SMILES	GRP78 ERSR act	Pol iota inh	Pol kappa inh	POLB inh	Anesthetic bind	APEX1 inh	LDHA block	Pol eta inh	BLM inh
COCCn1c(=O)[nH]c2cc(C(=O)N3CCN(c4cccc(C(F)(F)F)c4)CC3)ccc2c1=O	-3%	78%[activator]	-16%	1%	-8%	0%	-5	-11%	-7%
FC(F)(F)c1cccc(N2CCN(c3nc4ccccc4n4cnnc34)CC2)c1	2%	42%[activator]	13%	2%	-14%	nt	-2	-26%	-11%

Following part
SMILES	GRP78 ERSR act	Pol iota inh	Pol kappa inh	POLB inh	Anesthetic bind	APEX1 inh	LDHA block	Pol eta inh	BLM inh
Brc1ccccc1OCCN1CCCC1	-5%	40%[activator]	0%	nt	nt	nt	-19	-20%	nt
COC(=O)c1sccc1NC(=O)Nc1cccc(C(C)=O)c1	0%	21%	-18%	10%	-23%	2%	-9	4%	-1%
COc1ccc(C(=O)NCCn2ccc3ccccc32)cc1OC	0%	19%	-20%	-11%	9%	-6%	3	-6%	-14%
CCN1CCOC(=O)C1CC(=O)Nc1cc(C)ccc1OC (stereo unspecified)	-9%	12%	-15%	0%	-10%	nt	-4	-2%	-1%
CCOc1ccc(NC(=O)CC)cc1	nt	nt	nt	-16%	-3%	3%	nt	nt	3%
Cn1c(=O)c(CCc2ccccc2)nc2cnc(N3CCOCC3)nc21	-2%	nt	-7%[60.1 µM]	nt	nt	-2%	nt	nt	0%
COc1ccccc1-c1nnc(SCC(=O)Nc2cc(C)on2)o1	-2%	8%	3%	0%	-11%	1%	1	-10%	-9%
Cc1cc(C)c(NC(=O)COC(=O)c2ccncc2)c(C)c1	-6%	43%[activator]	5%	nt	nt	39%	-1	-20%	nt
Cn1c(=O)n(Cc2ccccc2F)c(=O)c2c1nc1n2CCCN1CCc1ccccc1	0%	3%	-12%	31%	-7%	0%	-1	-6%	0%
O=C1NC(=O)c2cc(NC(=O)C3CCCCC3)ccc21	0%	?	1%	20%	16%	1%	-1	-6%	-2%
COc1ccccc1NC(=O)c1cc(C(=O)Nc2ccccc2OC)cc(N2C(=O)CCC2=O)c1	-5%	126%[activator]	-9%	-15%	5%	1%	-5	-16%	-5%
COc1ccc(NC(=O)c2cc(CC(C)C)nc3ccccc23)cc1	-3%	-3%	4%	22%	?	-2%	2	-14%	-7%
Cc1ccccc1N(CC(=O)NCc1ccc2c(c1)OCO2)C(=O)CCC(=O)Nc1ccccn1	-1%	-17%	-4%	13%	-16%	1%	-2	-11%	1%
CCOC(=O)[C@H]1[C@H]2COc3ccccc3[C@@H]2N2C(=O)c3cc(OC)c(OC)cc3NC(=O)[C@@]12C	-5%	8%	4%	nt	nt	7%	3	-16%	nt
Cc1ccccc1OCCCCn1c(CO)nc2ccccc21	-4%	40%[activator]	-14%	50%	-17%	-1%	-1	-6%	-5%
Cc1nn(C)cc1/C=N/NC(=O)Cn1nnc(N)n1	-3%	-9%[58.9 µM]	-6%	9%	-2%	-3%	2	-17%	-1%
CN1CCN(C(=O)CCN2C(=O)S/C(=C/c3ccc(Cl)cc3)C2=O)CC1	0%	80%[activator]	-11%	-7%	-7%	3%	-7	3%	-1%
Cc1ccc(NC(=O)CN2C(=O)CCSc3ccc(S(=O)(=O)N4CCCC4)cc32)cc1C	2%&-1%	7%&8%	-2%	-6%&-25%	1%&2%	0%	-2&-8	-12%&-8%	-5%&-2%
COc1ccc(N(CC(=O)NCc2cccnc2)S(=O)(=O)c2c(C)nn(C)c2C)cc1	-1%	14%	-1%	22%	-14%	-2%	-2	-7%	-1%
CCOC(=O)N1CCC(N2C(=O)c3ccccc3C2Nc2ccccc2C)CC1 (stereo unspecified)	0%	9%	-1%	-6%	-5%	-1%	3	-5%	-1%
CN(C(=O)CSc1nc2ccccc2n1CCc1ccccc1)C1CCS(=O)(=O)C1 (stereo unspecified)	-4%	0%	-5%	14%	-20%	15%	-5	-2%	-3%
O=c1[nH]nc(CNc2ccc(OC(F)(F)F)cc2)c2ccccc12	3%	-12%	-1%	-10%	?	-8%	-1	-17%	-6%
COCCNC(=O)/C(C#N)=C/c1c(N2CC(C)OC(C)C2)nc2ccccn2c1=O (stereo unspecified)	-5%	31%[activator]	4%	20%	-4%	-2%	-3	-17%	1%
CCOC(=O)c1cn2nc(N3CCCCC3)ccc2n1	-14%	23%	-12%	0%	-4%	-3%	-2	-4%	-4%

From PubChem
